# IMP-1 inhibitor – inhibitors of Pseudomonas aeruginosa IMP-1 metallo-beta-lactamase. purified IMP-1, nitrocefin hydrolysis, epi-absorbance fluorescence. inhibition, % at 5.6 µM. 0.45% of 290,000 active. AID 1556;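 active means inhibition above the mean plus 3 SD of all compounds in the same screening run, cut at about 4.5% in these data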;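 further: 0% = IMP-1 with DMSO and 100% = DMSO wells lacking enzyme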
#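 System: purified IMP-1 / Input: IMP-1 dispensed at 0.2 nM / Medium: 50 mM HEPES pH 7.1, 50 µM ZnSO4, 0.05% Brij 35 / Timing: 15 min enzyme–compound preincubation, then 25 min nitrocefin reaction, 25 °C / Technique: plate fluorescence quenching by hydrolysis product, ex 480/em 530 nm / Repeats: singlicate testing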
# NALP1 yeast inh – blocks the NALP1 inflammasome reconstituted in yeast; S. cerevisiae NALP1/ASC/caspase-1 growth, X-gal OD620, 72 h; inhibition, % at 10 µM; 0.61% of 280,000 active; AID 2071; in the data active means inhibition mostly above about 24%, no sharp cut-off; inactive means mostly below about 32%; further: some compounds called inactive have numbers as strong as hits
# IDE inh – inhibitors of human insulin-degrading enzyme in cells; HEK cells, FAbetaB cleavage, fluorescence polarization; 0.41% of 320,000 active; AID 434962; inhibition, % at 5.59 µM;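 active means percent inhibition above the average of all tested compounds plus 3 SD, set per screening campaign, cut at about 16% in these data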;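 further: IDE supplied by intact live HEK cells; FP after avidin binding of uncleaved biotin substrate so inhibition keeps polarization high; 0% = DMSO wells and 100% = 60 µM reference IDE inhibitor Ii1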
# Target sequence (P14735 whole entry, looked up): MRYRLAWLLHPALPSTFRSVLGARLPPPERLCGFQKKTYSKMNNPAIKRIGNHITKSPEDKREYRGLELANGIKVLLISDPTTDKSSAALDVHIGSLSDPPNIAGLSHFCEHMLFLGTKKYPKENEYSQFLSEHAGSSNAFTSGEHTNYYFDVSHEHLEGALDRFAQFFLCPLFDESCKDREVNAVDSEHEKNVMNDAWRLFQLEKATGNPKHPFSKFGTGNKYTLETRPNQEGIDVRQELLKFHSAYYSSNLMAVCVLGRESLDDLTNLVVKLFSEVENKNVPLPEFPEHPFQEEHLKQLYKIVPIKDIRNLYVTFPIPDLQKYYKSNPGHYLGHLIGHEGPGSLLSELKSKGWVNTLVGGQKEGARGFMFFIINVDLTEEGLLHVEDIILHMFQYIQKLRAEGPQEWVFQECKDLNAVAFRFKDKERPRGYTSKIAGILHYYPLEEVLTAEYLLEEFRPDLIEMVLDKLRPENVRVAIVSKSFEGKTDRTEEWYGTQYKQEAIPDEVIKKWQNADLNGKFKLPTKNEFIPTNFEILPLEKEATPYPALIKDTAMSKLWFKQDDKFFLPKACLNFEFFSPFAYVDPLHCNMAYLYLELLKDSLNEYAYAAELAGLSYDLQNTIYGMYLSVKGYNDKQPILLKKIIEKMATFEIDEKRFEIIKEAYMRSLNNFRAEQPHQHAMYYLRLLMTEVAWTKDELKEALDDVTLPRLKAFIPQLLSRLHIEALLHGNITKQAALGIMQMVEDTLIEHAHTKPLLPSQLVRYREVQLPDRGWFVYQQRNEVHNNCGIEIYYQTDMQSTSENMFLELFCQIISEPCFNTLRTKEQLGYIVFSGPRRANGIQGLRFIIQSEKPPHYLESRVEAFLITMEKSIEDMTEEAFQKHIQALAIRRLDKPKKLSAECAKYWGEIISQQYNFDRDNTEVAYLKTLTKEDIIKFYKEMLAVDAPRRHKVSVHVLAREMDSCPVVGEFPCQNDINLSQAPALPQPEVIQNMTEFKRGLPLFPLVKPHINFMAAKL
# PHOSPHO1 inh – PHOSPHO1 (human) inhibition; recombinant PHOSPHO1, absorbance phosphatase assay; 1.1% of 290,000 active; inhibition, % at 13.3 µM; Q8TCT1; in the data active means inhibition above about 60%
# VIM-2 inh – inhibitors of Pseudomonas aeruginosa VIM-2 metallo-beta-lactamase. 0.89% of 290,000 active. inhibition, % at 5.6 µM. purified VIM-2, nitrocefin hydrolysis, epi-absorbance fluorescence;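 active means inhibition above the mean of all tested compounds plus 3 SD, cutoff set per screening run, cut at about 7.5% in these data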;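 further: red hydrolysis product quenches plate fluorescence so inhibitors raise well fluorescence; 0% = enzyme with DMSO and 100% = DMSO without enzyme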
# p-CIP stab down – p/CIP protein destabilization; 0.01% of 290,000 active; F442A p/CIP-EGFP cells, EGFP fluorescence, 16 h; Q05BA5; AID 1984; decrease of EGFP signal, % at 10 µM;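 active means EGFP signal decrease of at least 30% at 10 µM or well 3 SD below plate mean, unless failing retest; inactive means the rest, including hits failing retest or dose response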; further: some compounds called inactive have numbers as strong as hits; many of its hits are not listed in these tables
# IDE act – activators of human insulin-degrading enzyme in cells. HEK cells, FAbeta-B cleavage, fluorescence polarization; 0% vehicle, 100% cell-free pure enzyme wells. activation, % at 5.96 µM. 0.073% of 340,000 active. P14735;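 active means activation above the mean of all tested compounds plus 3 SD, set per screening campaign, cut at about 17% in these data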
# PfM18AAP inh – PfM18AAP enzyme inhibition; recombinant PfM18AAP, H-Glu-NHMec fluorogenic cleavage; inhibition, % at 7.35 µM; 1.2% of 290,000 active;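 active means inhibition above the campaign mean inhibition over all tested compounds plus 3 SD, cut at about 28% in these data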;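 further: 0% = plate median of test compound wells and 100% = 2 mM ZnCl2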
# GPR7 antag – antagonists of human GPR7 (neuropeptides B/W receptor 1). P48145. GPR7-expressing cells, fluorescence antagonist assay. inhibition, % at 4.4 µM. 1.1% of 290,000 active. AID 1861; in the data active means inhibition above about 16%, passing the limit was not always enough;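 further: cells stimulated with the agonist NPW; 0% = agonist with vehicle and 100% = vehicle without agonist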
# Starred values were filed as active, the others as inactive; / = not tested or not shown.
IMP-1 inhibitor,NALP1 yeast inh,IDE inh,PHOSPHO1 inh,VIM-2 inh,p-CIP stab down,IDE act,PfM18AAP inh,GPR7 antag,Structure
-3.6,14,-5,9,-4.1,2,1,0,-7,COc1ccc2nc(NS(=O)(=O)c3ccc(NC(C)=O)cc3)sc2c1
-2.7,12,-1,12,1.6,-15,2,-3,-17,O=C(c1ccc(-c2cccc(C(F)(F)F)c2)o1)N1CCN(c2ccccc2O)CC1
-0.3,-5,-2,23,-0.7,-6,3,-7,-1,CCOCC(=O)Nc1cc(C(F)(F)F)ccc1Oc1cccc(Br)c1
-3.4,24,4,-45,-1.1,2,7,9,-6,CC1(N2CCOCC2)CC2(O)C(=[N+]1[O-])CCc1c2no[n+]1[O-] (stereo not drawn)
-1.2,16,3,35,-0.6,4,-5,-1,1,COc1ccc(NS(=O)(=O)c2cc(Cl)ccc2Cl)cc1S(=O)(=O)N1CCCCC1
-2.4,5,-1,33,-1.7,-5,/,-1,-16,COC(=O)c1sccc1N/C=C(\C#N)S(=O)(=O)C(C)(C)C
-1.7,6,1,13,-1.1,2,6,0,-14,CCc1ccc(C(C(=O)NC2CCCC2)N(CCOC)C(=O)CCC(=O)Nc2cc(C)on2)cc1 (stereo not drawn)
-2.3,38,9,14,-0.9,-5,0,-2,2,O=C(c1ccccc1)N1CCN(c2ncnc3sc4c(c23)CCC4)CC1
-1.7,7,7,-2,-1.7,5,2,2,29*,COc1cccc(CN2CCN(C(=O)Nc3ccc([N+](=O)[O-])cc3)CC2)c1
-2.2,-11,4,43,-0.3,-9,3,-5,-9,Cc1ccc(C(=O)O/N=C2\CCS(=O)(=O)c3sccc32)cc1
-2.1,-5,-1,30,-3.0,5,0,2,7,O=C(Cc1cccc2ccccc12)NNC(=O)c1ccc(Br)o1
-4.2,10,-1,-3,-1.9,5,5,-31,-7,CCCC(=O)NC(c1ccc(OC)c(OC)c1)c1c(O)ccc2ccccc12 (stereo not drawn)
-2.5,0,2,30,-2.0,-10,2,-1,-5,COc1ccc(NC(=O)CC2S/C(=N\c3nccs3)N(C)C2=O)cc1 (stereo not drawn)
-0.1,21,1,-16,-2.9,3,7,27,3,Cn1c(C(=O)N2CCN(Cc3ccc4c(c3)OCO4)CC2)cc2sccc21
-5.8,18,-4,-4,-5.3,12,4,4,-32,CCc1ccc(S(=O)(=O)/N=C2\C=C(Nc3ccc(O)cc3)C(=O)c3ccccc32)cc1
-1.1,25,6,-14,-0.1,-9,-3,-5,2,CCN(CC)S(=O)(=O)c1cccc(C(=O)OC2CCOC2=O)c1 (stereo not drawn)
-1.6,16,-3,36,0.8,-2,8,-3,-12,O=C(Nc1ccc(F)cc1)Nc1ccc2ccccc2n1
-0.1,19,-1,4,-3.4,0,2,4,-2,COc1ccc(COCC(CC(C)C)N2CCN(C(=O)c3cccc(C(F)(F)F)c3)CCC2=O)cc1 (stereo not drawn)
-2.7,10,-1,22,1.2,-16,-1,-15,-5,COc1ccc(-c2nnc(SCC(=O)Nc3ccccc3)n2C)cc1
-2.4,20,10,6,0.7,1,0,3,-8,COc1ccccc1C(=O)N=c1sc2c(C)ccc(OC)c2n1C
-4.5,/,3,42,-2.6,-11,0,2,-5,Cc1ccc(NC(=O)c2ccc(Cl)cc2Cl)cc1O
-3.3,8,0,40,-2.6,-7,-2,-4,-17,Cc1ccc(CNC(=O)C2CCC(=O)N2C2CCCCC2)cc1 (stereo not drawn)
-1.6,26,0,24,-0.8,-7,2,-3,-13,CC1CC(C)CN(CCCNC(=O)Cn2ncc3c([nH]c4ccccc43)c2=O)C1 (stereo not drawn)
0.6,28,1,-1,-1.4,-9,-1,1,-7,CS(=O)(=O)c1ccc2nc(NC(=O)Nc3ccc(Cl)c(Cl)c3)sc2c1
-1.9,27,6,0,-3.4,8,6,2,7,CN(C)c1ccc(C(=O)OCC(=O)NC2CCCCC2)cc1
-0.9,15,4,25,-2.1,-15,/,11,0,COC(=O)/C(=C\C(=O)c1ccc([N+](=O)[O-])cc1)Nc1ccc(OC)cc1
-1.8,1,-1,32,-2.3,2,1,-2,-4,COc1ccc(-c2cc(=O)c3cc(OC)ccc3o2)cc1
-1.9,21,-3,-11,-1.1,-3,3,-4,0,COc1ccc(N2C(=S)N=C(Nc3cccc(C)c3)C23CCCCC3)cc1
0.6,-7,-2,-3,-2.8,-5,-3,3,-7,O=S(=O)(c1ccc(-n2cnnn2)cc1)N(C1CCCCC1)C1CCCCC1
-3.9,0,4,6,-2.6,-7,-6,7,-5,CCOCc1cn(CC(=O)c2ccc([N+](=O)[O-])cc2)c(C)nc1=N
1.9,16,-5,61*,-0.6,-7,-2,2,-5,CC(C)n1c(N2CCN(S(=O)(=O)c3cccc([N+](=O)[O-])c3)CC2)nc2ccccc21
-3.2,-9,6,4,-1.2,6,/,-1,-2,COc1ccccc1-c1cc(C(=O)N2CCc3ccccc3C2)c2ccccc2n1
-0.1,19,11,-10,-0.1,11,-2,-3,5,O=C1N=C(N2CCCC2)CN1c1ccccc1
-3.8,22,1,11,-2.1,11,-1,3,-14,CN(C)c1cncc(C(=O)O)c1
-4.0,-3,9,-2,-2.0,-12,3,-5,-8,Cc1ccc(C)c(OCCCCN2CCNCC2)c1C
-2.5,-5,-2,-24,-0.4,-6,2,-7,-2,Fc1cccc(F)c1/C=N/N1CCOCC1
-3.2,/,-2,-22,-0.5,3,/,3,-8,N#C/C(=C\N1CCOCC1)S(=O)(=O)c1ccc(Cl)cc1
-2.5,11,-4,0,-1.6,-6,-5,-2,10,COc1cccc(CNC(=O)C(c2ccc(Cl)cc2)C(C)C)c1 (stereo not drawn)
-0.4,0,-4,36,-0.5,-2,1,-2,-7,O=C(Nc1nccs1)C1CC(=O)N(c2ccc(F)cc2)C1 (stereo not drawn)
-0.2,23,2,47,-0.3,-13,-1,-21,7,COc1ccc(CNC(=O)CN(Cc2ccco2)C(=O)CCC(=O)Nc2ccccn2)cc1
-4.1,4,2,14,-5.1,-6,1,-2,-3,CC(C)c1ccc(NC(=O)C2CC(=O)N(C(C)C)C2)cc1 (stereo not drawn)
-3.2,-6,7,-1,-3.1,-7,5,-2,-12,O=C(O)COCC(=O)Nc1cc(C(F)(F)F)cc(C(F)(F)F)c1
-5.0,5,0,-41,-1.9,-8,-4,-2,-5,CN(CC(=O)Nc1ccc(N2CCOCC2)cc1)CC(=O)Nc1ccc(Cl)cc1[N+](=O)[O-]
-0.5,11,4,8,-2.4,0,-4,-2,-4,COCCCNC(=O)CSc1nc2cc3c(cc2c(=O)n1CCCC(=O)NCc1ccc(OC)cc1)OCO3
-4.3,5,6,14,-5.3,8,1,-1,-9,COc1cccc(OC)c1C(=O)NC(C)CCc1ccccc1 (stereo not drawn)
-5.3,10,0,9,-0.8,-13,-6,-8,-7,O=C(Cn1cc2c(n1)CCCC2)NCc1cccs1
-2.4,4,3,36,-4.2,-1,0,5,-8,Nc1nonc1-n1nnc(C(=O)N/N=C/C2CCCCC2)c1-c1ccccc1
-3.1,1,-4,7,-2.1,-4,-1,5,-11,Nc1c(C(=O)NCCc2ccccc2)nnn1Cc1ccc(Br)cc1F
-0.3,-1,2,9,1.5,-14,-8,6,30*,On1onc2c3cc(-c4ccccc4)nc3ccc21
-2.1,8,6,10,-1.5,10,2,4,-5,COc1ccc(CNC(=O)C(c2ccco2)N(C(=O)c2snc(C(N)=O)c2N)c2cccc(OC)c2)cc1 (stereo not drawn)
-1.6,8,1,45,-1.3,-15,0,0,-2,O=C(COc1ccc2c(-c3ccccc3)cc(=O)oc2c1)Nc1cccnc1
-6.3,-3,-1,48,-0.6,-11,-10,20,-6,COc1cc(N=c2ssnc2Cl)cc(OC)c1
-3.4,5,6,27,-1.5,-19,-3,8,-2,CCN1C2OC3OC4C(OC3OC2N(CC)S1(=O)=O)N(CC)S(=O)(=O)N4CC (stereo not drawn)
-1.4,7,-9,42,-2.6,-10,13,3,-6,O=C1NN(c2ccccc2)C(=O)/C1=C/c1ccc(-c2cccc(C(=O)O)c2)o1
-2.3,1,-2,31,-2.7,2,7,19,-13,COc1cc(CNc2ccc(N3CCOCC3)c(C(=O)O)c2)ccc1OCC(N)=O
-0.2,30,-1,-6,-0.8,11,6,-13,8,CN(Cc1ccccc1)c1ccc(C(=O)O)cc1[N+](=O)[O-]
-2.9,-13,-3,-16,-3.2,6,-4,3,-27,CCC1CCCCN1S(=O)(=O)c1ccc(C(=O)Nc2nnc(C3=COCCO3)o2)cc1 (stereo not drawn)
-3.8,20,2,-31,-3.1,-17,6,6,-8,CC1CC(=O)N(c2ccc(NCc3ccc(Cl)cc3)c([N+](=O)[O-])c2)C1=O (stereo not drawn)
-5.3,/,3,-4,-2.2,-14,1,4,-2,CCOC(=O)C1CCN(C(=O)CSc2n[nH]c(=O)[nH]c2=O)CC1
-2.1,19,0,53,-2.5,-3,-6,0,-10,COc1ccc(NC(=O)CCNS(=O)(=O)c2cccc3nsnc23)cc1
-0.7,21,5,-11,-2.0,-4,5,3,-3,COc1ccccc1CNC(=O)c1nnc(Cc2ccc(Cl)cc2)o1

# In another format: entries from further up
SMILES	IMP-1 inhibitor	NALP1 yeast inh	IDE inh	PHOSPHO1 inh	VIM-2 inh	p-CIP stab down	IDE act	PfM18AAP inh	GPR7 antag
CC(C)n1c(N2CCN(S(=O)(=O)c3cccc([N+](=O)[O-])c3)CC2)nc2ccccc21	1.9	16	-5	61*	-0.6	-7	-2	2	-5
COc1ccccc1-c1cc(C(=O)N2CCc3ccccc3C2)c2ccccc2n1	-3.2	-9	6	4	-1.2	6	/	-1	-2
O=C1N=C(N2CCCC2)CN1c1ccccc1	-0.1	19	11	-10	-0.1	11	-2	-3	5
CN(C)c1cncc(C(=O)O)c1	-3.8	22	1	11	-2.1	11	-1	3	-14
Cc1ccc(C)c(OCCCCN2CCNCC2)c1C	-4.0	-3	9	-2	-2.0	-12	3	-5	-8

# Structures from the list above that contain a CF3 group (4):
IMP-1 inhibitor,NALP1 yeast inh,IDE inh,PHOSPHO1 inh,VIM-2 inh,p-CIP stab down,IDE act,PfM18AAP inh,GPR7 antag,Structure
-2.7,12,-1,12,1.6,-15,2,-3,-17,O=C(c1ccc(-c2cccc(C(F)(F)F)c2)o1)N1CCN(c2ccccc2O)CC1
-0.3,-5,-2,23,-0.7,-6,3,-7,-1,CCOCC(=O)Nc1cc(C(F)(F)F)ccc1Oc1cccc(Br)c1
-0.1,19,-1,4,-3.4,0,2,4,-2,COc1ccc(COCC(CC(C)C)N2CCN(C(=O)c3cccc(C(F)(F)F)c3)CCC2=O)cc1 (stereo not drawn)
-3.2,-6,7,-1,-3.1,-7,5,-2,-12,O=C(O)COCC(=O)Nc1cc(C(F)(F)F)cc(C(F)(F)F)c1

# Assay outcomes: PubChem, several laboratories

# Compounds were not picked by outcome; about 5.3% have a hit in one of these screens.
